PGC1a acetyl inh: inhibitors of PGC1a acetylation signal, primary screen, cell-based, U2OS, AlphaScreen, inhibitor mode; AlphaScreen anti-acetyl-lysine; with virally co-expressed GCN5 acetyltransferase; inhibition, % at 15.6 µM; actives 0.17% (n = 350,000);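 active means every replicate shows inhibition of at least 40%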;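 further: 0% = neutral control wells and 100% = positive control wells; some results beyond the cut were filed as inactive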
LGR2 antag: inhibitors of bursicon-induced LGR2 CRE-luciferase signal, primary screen, cell-based, HEK293, CRE-luciferase reporter, bursicon stimulation; inhibition, % at 9.99 µM; actives 0.35% (n = 380,000); bursicon-stimulated, 4 h;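 active means drop in luminescence signal, shown as inhibition above about 50% in the replicate tests, limit read from the data, passing the limit was not always enough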;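 further: agonist challenge used bursicon conditioned medium at about half maximal strength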
Cneo AK release: Cryptococcus neoformans cell lysis inducers, primary screen, AK release luminescence, single concentration. actives 0.2% (n = 360,000). C. neoformans lysis, adenylate kinase release luminescence, 4 h; normalised: neutral wells 0, clomiphene wells 100. lysis activity, % at 15 µM;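 active means mean lysis activity across replicates of at least 80%, whatever share of replicates individually reach that level; inactive means mean lysis activity below 80%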
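Material – Cryptococcus neoformans yeast cells · Quantity – 5 × 10^6 yeast cells/mL · Buffer or medium – YPD medium · Compound – single dose · Timing – 4 h static compound exposure, 37 °C, read 1 h post-reagent · Signal – adenylate kinase release luminescence · Read-out basis – lysis from increased AK signal · Benchmarks – Clomiphene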
ARNT TACC3 PPI: disruptors of ARNT/TACC3 protein interaction, primary screen, biochemical, AlphaScreen, single concentration | AlphaScreen His-ARNT PAS-B/GST-TACC3 binding, luminescence; TACC3 fragment carries E629A point mutation | actives 0.66% (n = 390,000) | inhibition, % at 9.99 µM | Transforming acidic coiled-coil-containing protein 3 (Homo sapiens), Q9Y6A5 | AID 623870, 2012;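 active means mean inhibition of replicates at least 50% and at least half of replicates each reaching 50%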;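 further: 0% = complete ARNT plus TACC3 wells and 100% = ARNT alone without TACC3; many hits fall short of the cut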
PglD inh: C. jejuni PglD acetyltransferase inhibitors, primary screen, biochemical, DTNB colorimetric, single point; UDP-N-acetylbacillosamine N-acetyltransferase PglD (Campylobacter jejuni); purified PglD enzyme, DTNB colorimetric CoA detection; inhibition, % at 12.5 µM; actives 0.098% (n = 360,000); in the data active means inhibition above about 16%, passing the limit was not always enough; further: strong numbers were not always called active
PAX8 inh HTS: inhibitors of PAX8-driven TPO luciferase reporter, primary screen, RMG-I cells, single concentration. AID 652154, 2013. SteadyGlo, 24 h. actives 1.2% (n = 360,000). inhibition, % at 12.6 µM;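 active means mean replicate inhibition at least 60% with every replicate also reaching 60%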;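 further: luciferase light reporting Pax8 driven TPO promoter activity; plate controls were median of neutral control wells for no effect and mitoxantrone controls for full effect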
GSIS activator: GLuc luminescence reporter in INS-1E cells, primary screen for activators of glucose-dependent secretion of insulin. activation, % at 16.6 µM. actives 0.61% (n = 370,000). INS-1E GLuc reporter insulin secretion, 2-3 h;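 active means lowest replicate activation of at least 40%, so every replicate reaches that level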;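 further: 0% = median of neutral control wells and 100% = median of IBMX positive control wells; some compounds called inactive have numbers as strong as hits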
Statin myotox sup: suppressors of statin myotoxicity in C2C12 myotubes, primary screen, cell-based, single point, plate reader; rescue of ATP level, % at 7.49 µM; C2C12 myotubes + simvastatin, ATP luminescence, 48 h; scaled: DMSO 0, geranylgeraniol control 100; actives 0.78% (n = 330,000); AID 602340, 2012;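 active means mean ATP rescue above about 67%, or every replicate alone reaching that limit, limit read from the data, passing the limit was not always enough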;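 further: myotubes were challenged with 10 µM simvastatin during compound exposure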
The depositor's hits bear a star; / = not tested or not shown; & = joins results of further samples.

SMILES	PGC1a acetyl inh	LGR2 antag	Cneo AK release	ARNT TACC3 PPI	PglD inh	PAX8 inh HTS	GSIS activator	Statin myotox sup
CC(C)N(C1=N/C(=C\c2ccco2)C(=O)N1c1ccccc1)C(C)C	3	9	-1	-7	2	/	/	3
COc1cc(C(C2C(=O)CC(C)(C)CC2=O)C2C(=O)CC(C)(C)CC2=O)cc(OC)c1OC	-1	17	-3	-4	-5	13	19	3
COc1c(N2CCN(C(=S)Nc3ccccc3F)C(C)C2)c(F)cc2c(=O)c(C(=O)O)cn(C3CC3)c12 (configuration not stated)	/	8	/	14	/	1	23	/
C[C@@H]1CN([C@H](C)CO)S(=O)(=O)c2ccc(C#Cc3cccc(F)c3)cc2O[C@H]1CN(C)C	-7	/	-1	9	15	/	1	-24
CC(C)(C)c1ccc(-c2n[nH]c(=S)n2/N=C/c2ccncc2)cc1	/	-15	/	0	/	-35	18	/
C[C@@H]1CN([C@@H](C)CO)C(=O)CCCn2cc(nn2)CO[C@H]1CN(C)S(=O)(=O)c1cccs1	14&0	-3	3&1	-2	-2&-1	-16&-14	2&6	-1&-4
CCOC(=O)C1(Cc2cccc(OC)c2)CCN(Cc2cccc(OC)c2OC)CC1	-11	8	/	-7	/	14	-42	/
Cc1noc(C)c1NC(=O)N[C@@H]1CC[C@H](CCNC(=O)C2CCCCC2)O[C@H]1CO	2	-2	1	-3	-1	11	16	2
CCC1(c2ccccc2)NC(=O)N(CC(=O)Nc2ccc(S(=O)(=O)N3CC(C)CC(C)C3)cc2)C1=O (configuration not stated)	10	12	1	0	3	6	-47	28
CCCN(CC(=O)Nc1ccc(F)c(F)c1F)C(=O)c1ccc(=O)n(Cc2ccccc2)n1	/	16	/	3	/	13	-20	21
Cc1ccc2nc(CSc3nc(C)cc(C)c3C#N)[nH]c2c1	-6	/	-12	-5	1	/	/	-39
CCCCOc1cccc(-c2nnc(N)s2)c1	12	/	2	-3	0	/	/	/
C[C@@H]1CN([C@@H](C)CO)C(=O)c2cc(-c3cccnc3)cnc2O[C@@H]1CN(C)C(=O)c1ccccc1F	9	-16	-4	-1	2	/	1	21
CCOc1ccccc1NC(=O)C(Sc1nnc2ccccn12)c1ccccc1 (configuration not stated)	/	8	/	-5	/	1	9	/
C=CCNc1oc(C2CCCC2)nc1C#N	/	16	2	-3	5	-14	6	7
COc1ccc(N2Nc3n[nH]c(N)c3N2)cc1	4	/	-4	1	-4	-20	/	106*
COc1ccc(CNC(=O)COC(=O)c2ccc(C(=O)c3ccccc3)cc2)cc1	-1	-36	-3	-9	5	/	-5	7
O=C(NC1=NCCS1)C1CC(=O)N(c2ccc(Cl)cc2)C1 (configuration not stated)	4	28	0	-6	3	9	20	3
Clc1cccc(Nc2nc(-c3ccncc3)cs2)c1	2	7	/	0	/	-21	2	/
CC1CCCCN1C(=O)C12CCC(C)(C(=O)C1)C2(C)C (configuration not stated)	-2	-10	0	0	0	/	19	7
Cc1ccc(-c2ccc3c(c2)O[C@H](CN(C)C(=O)C2CCC2)[C@@H](C)CN([C@@H](C)CO)S3(=O)=O)cc1	-2	5	4	4	0	/	-19	11
C[C@@H]1CN([C@@H](C)CO)S(=O)(=O)c2ccc(-c3cncnc3)cc2O[C@@H]1CN(C)C(=O)c1ccc2c(c1)OCO2	-3	6	-2	-10	0	/	-3	7
CC(C)NC(=O)N(C)C[C@@H]1OCCCC[C@@H](C)Oc2ccc(NC(=O)CCCN(C)C)cc2C(=O)N([C@@H](C)CO)C[C@@H]1C	-2	1	1	-3	5	-28	13	/
C[C@H](CO)N1C[C@H](C)[C@H](CN(C)S(=O)(=O)c2ccccc2)Oc2ncc(-c3ccccc3)cc2C1=O	-1	-9	-3	-1	-2	/	-21	53
CC(C)NC(=O)c1onc(CSc2ccccc2F)c1C(=O)O	/	-14	20	-4	4	-2	-12	2

Compound profiles, from the list above. Order of screens: PGC1a acetyl inh, LGR2 antag, Cneo AK release, ARNT TACC3 PPI, PglD inh, PAX8 inh HTS, GSIS activator, Statin myotox sup
`CC(C)(C)c1ccc(-c2n[nH]c(=S)n2/N=C/c2ccncc2)cc1` is entered as /, -15, /, 0, /, -35, 18, /
`C[C@@H]1CN([C@H](C)CO)S(=O)(=O)c2ccc(C#Cc3cccc(F)c3)cc2O[C@H]1CN(C)C` is entered as -7, /, -1, 9, 15, /, 1, -24
`Cc1ccc2nc(CSc3nc(C)cc(C)c3C#N)[nH]c2c1` is entered as -6, /, -12, -5, 1, /, /, -39

(listing goes on)
SMILES	PGC1a acetyl inh	LGR2 antag	Cneo AK release	ARNT TACC3 PPI	PglD inh	PAX8 inh HTS	GSIS activator	Statin myotox sup
CC(=O)Nc1cc2c3c(c1)CCN3C(=O)CC2	-13	24	2	7	-4	-6	19	2
CCCc1nc(SCC(=O)NCC2CCCO2)c2c(=O)n(C)c(=O)n(C)c2n1 (configuration not stated)	-2	14	4	-4	5	6	18	11
CCNC(=O)C1CCCN(C(=O)c2ccc(OC)c(OC)c2)CC1 (configuration not stated)	5	-4	0	/	-11	0	-8	59
COc1ccc(-c2oc3ccccc3c2C(=O)OCc2ccc([N+](=O)[O-])cc2)cc1	3	/	0	-2	0	1	/	-8
CC1(C)OC(C(O)(c2ccccc2)c2ccccc2)[C@@H](C(O)(c2ccccc2)c2ccccc2)O1 (some centres not stated)	1	0	1	-2	-1	-25	10	-3
Cc1ccc(S(=O)(=O)Nc2cccc(C(=O)NCc3cccnc3)c2)cc1F	/	-1	1	-3	8	31	4	-48
Nc1nc2nc(-c3ccccc3)cc(C(F)(F)F)c2s1	-7	0	-1	1	3	9	-41	24
O=C(COC(=O)CC1SC(N2CCCC2)=NC1=O)Nc1c(F)c(F)c(F)c(F)c1F (configuration not stated)	-4	-4	-1	1	0	14	2	8
CCOc1ccc2nc(S(=O)(=O)NC(=O)C3(C)CCN3C(=O)c3c(C)noc3C)sc2c1 (configuration not stated)	9	0	-1	/	3	14	-2	-4
Cn1c(=O)n(Cc2ccccc2Cl)c(=O)c2c1[nH]c(=S)n2C	1	-7	0	-6	-1	-25	10	28
COc1cc(NC(=O)CSc2nnc3n2C(C)(C)Cc2ccccc2-3)cc(OC)c1	-18	15	0	-6	2	17	15	-1
O=C(N/N=C/c1ccc([N+](=O)[O-])cc1)c1cccnc1	9	-9	2	-1	10	1	-1	-6
CC1(C(=O)NC2CCCCC2)CCC(=O)N1C1CCN(Cc2ccccc2)CC1 (configuration not stated)	-16	2	0	/	1	-12	-1	-4
CC(C)OCCCn1c(-c2ccco2)nc2nc3ccccc3nc21	-7	/	-2	-9	-6	/	/	-17
COC(=O)Cc1ccc(NC(=S)NCCSc2ccc(Cl)cc2)cc1	/	7	/	1	/	-21	-17	/
CCCNC(=O)N1C[C@@H]2[C@H](c3ccccc31)[C@@H](CO)N2C(=O)C1CCOCC1	2	12	-1	-9	0	-14	-2	-4
COCCCNC(=O)CC[C@H]1O[C@@H](n2cnc3c(NC(=O)c4ccccc4)ncnc32)[C@H](O)[C@@H]1O	-2	-9	0	/	2	9	-11	0
C=CCNC(=O)C1CCN(S(=O)(=O)c2ccccc2)CC1	3	/	0	/	1	4	/	0
N#Cc1ccc(N/N=C/c2cn(-c3ccccc3)nc2-c2ccccc2)c([N+](=O)[O-])c1	-3	5	/	-6	/	12	7	/
COc1ccccc1C#Cc1cnc2c(c1)C(=O)N([C@H](C)CO)C[C@@H](C)[C@H](CN(C)C(=O)CN(C)C)O2	3	-14	0	8	2	/	11	1
C/C=C/c1cnc2c(c1)C(=O)N([C@@H](C)CO)C[C@@H](C)[C@@H](CN(C)S(=O)(=O)c1ccc(F)cc1)O2	5	1	-2	-4	1	/	20	-11
COc1ccc(/C=C(/NC(=O)c2ccccc2)C(=O)N/N=C/c2cccs2)cc1OC	-4	5	0	6	2	/	-2	3
NC(=O)c1ccc(NC(=O)COC(=O)c2ccccc2SCC(=O)N2CCCC2)cc1	11	-5	3	/	-1	-5	11	3
Cc1ccc(CN(C(=O)c2ccc(Cl)c([N+](=O)[O-])c2)C2CCS(=O)(=O)C2)o1 (configuration not stated)	-4	-10	8	-2	-1	15	7	-1
C[C@@H]1CN([C@@H](C)CO)C(=O)c2cc(C#CC3CC3)cnc2O[C@H]1CN(C)C(=O)C1CCCCC1	1	1	/	/	/	/	-9	5
O=C(CC(Sc1n[nH]c(-c2ccccc2)n1)c1ccccc1)NCc1ccccc1 (configuration not stated)	/	5	/	0	/	5	-28	/
CCN(C(=O)Cn1cnc2c(nc3n2CCCCC3)c1=O)c1cccc(Cl)c1	-12	17	0	-18	-2	7	1	-13
CCOc1ccc(NC(=O)CC2Nc3ccccc3NC2=O)cc1 (configuration not stated)	10	/	/	-17	/	-8	3	/
O=C(C[C@@H]1CC[C@H]2[C@@H](COC[C@H](O)CN2C(=O)c2ccc(F)cc2)O1)N1CCCCC1	2	-5	1	-20	-2	-13	2	-3
O=C(N[C@@H]1CC[C@@H](CCNC(=O)C2CCCC2)O[C@@H]1CO)c1ccncc1	-4	4	4	-3	-2	0	2	0

Nothing new here: an excerpt of the list.
SMILES	PGC1a acetyl inh	LGR2 antag	Cneo AK release	ARNT TACC3 PPI	PglD inh	PAX8 inh HTS	GSIS activator	Statin myotox sup
CCN(C(=O)Cn1cnc2c(nc3n2CCCCC3)c1=O)c1cccc(Cl)c1	-12	17	0	-18	-2	7	1	-13
CCOc1ccc(NC(=O)CC2Nc3ccccc3NC2=O)cc1 (configuration not stated)	10	/	/	-17	/	-8	3	/
O=C(C[C@@H]1CC[C@H]2[C@@H](COC[C@H](O)CN2C(=O)c2ccc(F)cc2)O1)N1CCCCC1	2	-5	1	-20	-2	-13	2	-3
O=C(N[C@@H]1CC[C@@H](CCNC(=O)C2CCCC2)O[C@@H]1CO)c1ccncc1	-4	4	4	-3	-2	0	2	0

3 entries from above, with values under each structure:
Results follow in this order: PGC1a acetyl inh, LGR2 antag, Cneo AK release, ARNT TACC3 PPI, PglD inh, PAX8 inh HTS, GSIS activator, Statin myotox sup
COc1cc(NC(=O)CSc2nnc3n2C(C)(C)Cc2ccccc2-3)cc(OC)c1
  -18, 15, 0, -6, 2, 17, 15, -1
O=C(N/N=C/c1ccc([N+](=O)[O-])cc1)c1cccnc1
  9, -9, 2, -1, 10, 1, -1, -6
CC1(C(=O)NC2CCCCC2)CCC(=O)N1C1CCN(Cc2ccccc2)CC1 (configuration not stated)
  -16, 2, 0, /, 1, -12, -1, -4

Assay outcomes: PubChem BioAssay, Broad Institute

Not a hit list. About 2.9% of those tested had a hit in this group.
